HCMV antiviral: human cytomegalovirus inhibition; 4.5% of 410,000 active; HFF cells, HCMV-luciferase reporter, 72 h; stronger effect = lower value; activity change, negative = inhibition, % at 57.5 µM; AID 1259415; in the data active = activity change below about -60%; inconclusive = no clear call, values can overlap the other calls; inactive = above about -39%
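Two-dose cell screen: HFF monolayers treated with compounds and infected with luciferase-expressing HCMV at 1 PFU/cell, 72 h at 37C, then lysed for luciferase measurement.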
AmpC inh detg: inhibitors of E. coli AmpC beta-lactamase with detergent | P00811 | AmpC hydrolysis of nitrocefin, absorbance 480 nm, 0.01% Triton | Potency, µM (doses to about 114 µM), for inactives: at the highest dose activity change, negative = inhibition, most hits filed as inhibitors | 0.041% of 370,000 active;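 also: potency is read from the fitted curve at half-maximal effect; 0% = no-compound wells and -100% = no-enzyme wells; nearly all actives have a fitted effect of over 25% in size; some results filed as inactive show a strong effect at the top dose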
Target sequence (P00811 whole entry, looked up): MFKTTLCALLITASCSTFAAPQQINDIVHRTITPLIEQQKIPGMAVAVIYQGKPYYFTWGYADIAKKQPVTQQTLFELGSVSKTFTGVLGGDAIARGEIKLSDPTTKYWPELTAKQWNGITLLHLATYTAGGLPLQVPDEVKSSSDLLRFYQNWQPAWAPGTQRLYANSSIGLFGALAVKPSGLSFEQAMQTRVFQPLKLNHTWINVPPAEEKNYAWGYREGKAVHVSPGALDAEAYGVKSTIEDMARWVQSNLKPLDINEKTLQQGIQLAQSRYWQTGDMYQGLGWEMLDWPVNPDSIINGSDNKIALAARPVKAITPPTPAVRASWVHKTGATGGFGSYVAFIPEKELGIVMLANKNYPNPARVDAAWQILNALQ
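20 mM phosphate pH 7.0 + 0.01% (detergent screen) or 0.0001% Triton X-100; 5.3 nM AmpC reagent; cpd preinc 15 min RT; nitrocefin (800 uM stock) to start; A480 q20 s × 4 min; Activity was normalised to no-enzyme and no-compound control wells.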
Giardia FBPA inh: blocks Giardia fructose-bisphosphate aldolase activity. AID 2451. purified Giardia FBPA. 0.71% of 290,000 active. Potency, µM (series often up to 59.6 µM), inactives show at the top dose activity, negative = inhibition, actives largely listed as inhibitors; also: potency is read from the fitted curve at half-maximal effect; nearly all actives have a fitted effect of over 55% in size
Target sequence (A8B2U2 whole entry, looked up): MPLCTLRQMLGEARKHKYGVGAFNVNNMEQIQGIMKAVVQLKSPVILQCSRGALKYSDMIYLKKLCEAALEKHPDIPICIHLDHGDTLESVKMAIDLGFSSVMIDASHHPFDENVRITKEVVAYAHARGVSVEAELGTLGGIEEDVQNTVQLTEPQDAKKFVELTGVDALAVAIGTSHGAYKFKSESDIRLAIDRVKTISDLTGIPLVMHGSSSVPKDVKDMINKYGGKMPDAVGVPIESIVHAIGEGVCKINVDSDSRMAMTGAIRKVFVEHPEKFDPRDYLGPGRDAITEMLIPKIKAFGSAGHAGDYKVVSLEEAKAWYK
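Giardia FBPA (40 nM reagent) was preincubated 10 min at RT with compound (up to 57.5 uM final), then substrate plus GAPDH/TPI/NAD/arsenate coupling system with diaphorase/resazurin was added; resorufin fluorescence (525/598 nm) was read after 20 min.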
HCV inhibitor: HCV inhibition; Huh7.5.1 HCVcc-Cre infection, luciferase reporter, 44 h; Potency, µM (highest dose often 41.8 µM), inactives show at the highest dose activity change, negative = inhibition, hits mostly inhibitors; 3.4% of 340,000 active; AID 651820; also: potency is read from the fitted curve at half-maximal effect
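Whole-lifecycle infectious HCVcc-Cre system; cells 1,000/well, compound then virus (~0.5 moi) added 4 h after plating, 44 h culture. Luciferase read 15 sec following 15 min substrate incubation, room temp.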
Sm TGR inh: S. mansoni TGR enzyme inhibition. Q962Y6. Potency, µM (series often up to 114 µM), inactives show at the top dose activity change, negative = inhibition, most hits filed as inhibitors. purified TGR, DTNB reduction, TNB absorbance 405 nm. 3% of 360,000 active. AID 485364; also: potency is read from the fitted curve at half-maximal effect; nearly all actives have a fitted effect of over 60% in size
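First, TGR (20 nM dispensed) and NADPH were mixed with compound. Second, a 15 min room-temperature incubation followed. Third, further NADPH and then DTNB were added to start the reaction. Finally, TNB absorbance was monitored kinetically.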
AMA1 RON2 block: AMA1-RON2 (P. falciparum) interaction inhibition. Potency, µM (titrated, usually from 58.2 µM), without a hit: top-dose activity change, negative = inhibition, usual class: inhibitors. 0.2% of 360,000 active. AlphaScreen AMA1-biotinylated RON2 peptide binding;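 also: potency is read from the fitted curve at half-maximal effect; 0% = vehicle wells and -100% = peptide control; nearly all actives have a fitted effect of over 45% in size; some results filed as inactive show a strong effect at the top dose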
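AMA1 (3D7) with his tag at 25 nM final met compounds first, then biotinylated RON2 peptide at 25 nM; detection used donor plus acceptor beads, 10 µg/mL apiece, read by AlphaScreen after 30 min at room temperature.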
Active calls of the source: *; ? = inconclusive; . = not tested or not shown; & = joins results of further samples; [ ] = another dose, or the depositor's remark. Unless noted, calls follow the shape of the dose curve; as a rule, active = well fitted curve in the direction sought with a large enough effect; inconclusive = small, poorly fitted or top-dose-only effect, or another doubt; inactive = no such curve, though single readings can be large; an effect the other way counts as inactive or inconclusive. Unless noted, % is scaled to controls: 0 for no effect and ±100 for the full control effect.

Compound	HCMV antiviral	AmpC inh detg	Giardia FBPA inh	HCV inhibitor	Sm TGR inh	AMA1 RON2 block
CCCCN(CCCC)CCCNC(=O)c1ccc2nc(-c3ccccc3NC(C)=O)c(=O)[nH]c2c1	-29	3%	-8%	-22%	?	-7%
O=C(O)c1ccc2c(c1)C(=O)N(C(Cc1ccccc1)C(=O)O)C2=O (stereo unspecified)	13	-8%	17%	14%	-2%	6%
Cn1c(=O)c2c(nc(CN3CCCCC3)n2Cc2c(F)cccc2Cl)n(C)c1=O	6	6%	6%	1%	10%	-2%
Cc1ccc2c(c1)sc1nc(=O)n(-c3cccc(Cl)c3)c(=O)n12	84&86	8%&-6%	12%	-26%	4%&11%	12%
CCN(CC)CCCNc1oc(/C=C/c2ccccc2)nc1C#N	-29	-5%	-5%	?	3%	9%
CCOC(=O)c1c(C)c(C)n(Cc2cccc(OC)c2OC)c1C	-85*	-18%	-4%	?	?	0%
O=C(O)c1ccc(/C=C2/SC(=S)N(Cc3ccccc3)C2=O)cc1	-17	1%	2%	3%	0%	1%
Nc1nc(Cl)cc(N2CCCC2)n1	131	0%	-19%	21%	9%	15%
CCOC(=O)CN(C(=O)CSc1nnc(C)n1-c1ccccc1)c1ccccc1	-5	-9%	3%	0%	-4%	10%
CCS(=O)(=O)N1CCN(C(=O)c2cccs2)CC1	14	?	0%	12%	-3%	-8%
O=C(C1CC1)N1CCc2cc(S(=O)(=O)N(CCO)Cc3ccccc3)ccc21	-26	-9%	10%	?	5%	27%
COc1cccc(-c2cc(C(=O)NC3CC3)c3ccccc3n2)c1	25	-8%	.	-9%	-21%	-16%
COc1cccc(CNC(=O)Cn2ccc3cc(S(=O)(=O)N4CCCC4)ccc32)c1OC	-7&-10	-11%&12%	-1%	-19%	-10%&0%	21%
CC(C)(C)NC(=O)[C@@H]1CN(Cc2cccnc2)CCN1C[C@@H](O)C[C@@H](Cc1ccccc1)C(=O)N[C@H]1c2ccccc2C[C@H]1O	-32	.	.	-3%	.	0%
CCOC(=O)C1C(=O)NC(N2CCN(Cc3ccccc3)CC2)=NC1c1ccco1 (stereo unspecified)	40	?	0%	8%	-6%	0%

Two compounds drawn at random from the list so far, as already listed:
Compound	HCMV antiviral	AmpC inh detg	Giardia FBPA inh	HCV inhibitor	Sm TGR inh	AMA1 RON2 block
Cc1ccc2c(c1)sc1nc(=O)n(-c3cccc(Cl)c3)c(=O)n12	84&86	8%&-6%	12%	-26%	4%&11%	12%
CCOC(=O)CN(C(=O)CSc1nnc(C)n1-c1ccccc1)c1ccccc1	-5	-9%	3%	0%	-4%	10%

Later entries
Compound	HCMV antiviral	AmpC inh detg	Giardia FBPA inh	HCV inhibitor	Sm TGR inh	AMA1 RON2 block
O=C(N1CCN(c2ccccn2)CC1)N1c2ccccc2Sc2ccccc21	-66*	?	7%	?	2%	?
CCc1ccc(S(=O)(=O)Nc2ccc3c(c2)n(C)c(=O)c(=O)n3C)cc1	2	2%	.	.	0%	.
Cc1cc(C)cc(NC(=O)CN2CCN(CCN=CC3=C(O)CC(C)(C)CC3=O)CC2)c1	-12	-1%	1%	2%	-34%	4%
Fc1ccc(-n2ncc3c(N4CCC(Cc5ccccc5)CC4)ncnc32)cc1	-3	2%	.	.	9%	.
CCCCC(=O)Nc1nc2c(OC)cc([N+](=O)[O-])cc2s1	-28	1%	0%	?	5%	-3%
CCCCCn1c(=O)[nH]c2cc(C(=O)NCCN3CCOCC3)ccc2c1=O	-9	.	.	-9%	.	-1%
Cc1ccc(NC(=O)CCn2c(=O)[nH]c3ccsc3c2=O)cc1	?	3%	-2%	1%	1%	3%
Cc1ccccc1OCC1Cc2c(nc(N)c(C#N)c2N)O1 (stereo unspecified)	7	0%	0%	9%	0%	-4%
C/C(=C\c1cccc(Cl)c1Cl)C(=O)c1c(C)cc(C)[nH]c1=O	-12	-8%	-1%	-9%	1%	0%
O=C(CCn1nc(-c2ccc(Cl)cc2)ccc1=O)NCc1cccnc1	44	2%	-1%	2%	-22%	-10%
CCCCCc1c2c(cc(O)c1C(=O)O)OC(=O)c1cc(C(=O)CCCC)c(OC)cc1O2	6	.	14%	0.5µM*	.	5%
Cc1cc(SCC(=O)Nc2cccc(S(N)(=O)=O)c2)c(C)cc1Br	?	-7%	-5%	-28%	-1%	-4%
CCc1ccc(NC(=O)CN2CCc3ccccc3C2)cc1	191	?	2%	-27%	4%	1%
CC1CCN(c2nc(-c3ccc(Br)cc3)nc3ccccc23)CC1	24	7%	.	.	0%	.
COCCNC(=S)N1CCCN(c2nc3cc(C)ccc3cc2C#N)CC1	?	-4%	4%	-24%	8%	6%
Nc1ccc(C(=O)Nc2ccco2)cc1	33	-3%	-5%	7%	3%	-17%
CN(C)c1ccc(/C=N/n2cnn(Cc3ccccc3Cl)c2=S)cc1	-35	?	-15%	-11%	-9%	5%
Cc1c(C)c2ccc(OC(C)C(=O)NC3CC(C)(C)NC(C)(C)C3)cc2oc1=O (stereo unspecified)	94	5%	.	5%	-1%	-5%
CCOc1ncccc1C(=O)Nc1cccc(S(=O)(=O)N2CCOCC2)c1	-30	.	.	-10%	.	-6%
COCCN(C(=O)CSc1nnc(-c2ccccc2F)o1)c1c(N)n(CC(C)C)c(=O)[nH]c1=O	-25	-18%	.	0%	-2%	2%
Clc1ccc(Cc2ccc(SCc3ccccc3)nn2)c(Cl)c1	-34	0%	3%	?	4%	45%[activator]
COc1cccc(C2C(C#N)=C(C)NC3=C2C(=O)CC(C)(C)C3)c1 (stereo unspecified)	1	-3%	-8%	21%	1%	23%
CCn1cc(CNCc2ccc(OCC(O)CN(C)Cc3ccccc3)cc2)cn1 (stereo unspecified)	.	-9%	1%	10µM*	-16%[57.1 µM]	-4%
O=C(NC1CCCC1)c1ccc(CS(=O)(=O)Cc2ccccc2F)o1	-29	0%	.	?	?	1%
CC(C)COC(=O)N1CC(O)CC1C(=O)Nc1ccc2c(c1)OCO2 (stereo unspecified)	9	-1%	.	14%	-27%	3%
CCOc1cc(C(=O)NCC2CCCO2)cc(OCC)c1OCC (stereo unspecified)	43	-2%	3%	?	-3%	-4%
Cc1ccc2nc(N3C(=O)C(O)=C(C(=O)c4ccc(C)o4)C3c3ccco3)sc2c1 (stereo unspecified)	22	-1%	.	33%	?	-10%
C/C(CC(C)C)=N\Nc1ccc(S(N)(=O)=O)cc1[N+](=O)[O-]	-21	-2%	0%	-34%	0%	-24%
CSc1nc(=O)n2cc(C)ccc2n1	-28	0%	3%	15%	-2%	-8%
CCOC(=O)c1ccc(NC(=O)CSc2n[nH]c(-c3ccncc3)n2)cc1	-9	0%	-13%	11%	3%	3%

The last six entries of the part before open the next one:
Compound	HCMV antiviral	AmpC inh detg	Giardia FBPA inh	HCV inhibitor	Sm TGR inh	AMA1 RON2 block
CC(C)COC(=O)N1CC(O)CC1C(=O)Nc1ccc2c(c1)OCO2 (stereo unspecified)	9	-1%	.	14%	-27%	3%
CCOc1cc(C(=O)NCC2CCCO2)cc(OCC)c1OCC (stereo unspecified)	43	-2%	3%	?	-3%	-4%
Cc1ccc2nc(N3C(=O)C(O)=C(C(=O)c4ccc(C)o4)C3c3ccco3)sc2c1 (stereo unspecified)	22	-1%	.	33%	?	-10%
C/C(CC(C)C)=N\Nc1ccc(S(N)(=O)=O)cc1[N+](=O)[O-]	-21	-2%	0%	-34%	0%	-24%
CSc1nc(=O)n2cc(C)ccc2n1	-28	0%	3%	15%	-2%	-8%
CCOC(=O)c1ccc(NC(=O)CSc2n[nH]c(-c3ccncc3)n2)cc1	-9	0%	-13%	11%	3%	3%
COc1ccc(C(C)=O)cc1COC(=O)C(CO)NS(=O)(=O)c1ccc(Br)cc1 (stereo unspecified)	7	-1%	4%	-1%	13µM*	9%
Cn1nc(/C=C/c2ccccc2)ccc1=O	?	2%	0%	-26%	57%[activator]	16%
Cc1c(C(=O)O)oc2ccc(S(=O)(=O)NCCC3=CCCCC3)cc12	29	-3%	?	7%	-13%	-10%
CCc1ccc(-c2cc(C)no2)cc1S(=O)(=O)N1CC(=O)Nc2ccccc21	?	1%	-7%	2%	4%	5%
Cc1sc(NC(=O)CCCC(=O)O)c(C(N)=O)c1-c1ccccc1	?	5%	-23%	12%	4%	-14%
O=C(CN(c1ccccc1)S(=O)(=O)c1ccccc1)NCCSCc1ccco1	-34	3%	0%	?	0%	-5%
CNC(=O)c1sc(Nc2cc(C)ccc2C)nc1C	-9	4%	2%	-11%	1%	7%
CCc1cccc(C)c1Nc1c(-c2cccc(O)c2)nc2sccn12	?	0%	.	.	-23%	.
COc1ccc(/C=N/NC(=O)c2cccnc2)cc1	-22	-6%	5%	8%	-3%	-3%
Cc1cccc(-n2c(C)nc3ccccc3c2=O)n1	45	-1%	4%	4%	-3%	-3%
COc1ccc(NC(=O)Cn2nnc(C(=O)NCc3ccc4c(c3)OCO4)c2N)cc1	-39&9	1%&3%	0%	2%	-3%&-6%	-4%
CCC(=O)NNC(=O)CCC(=O)Nc1ccccc1	54	-6%	.	.	-12%	.
N#C/C(=C(\O)CCl)c1nnc2n1CCCCC2	-20	-1%	-18%	20%	?	-3%
COC(=O)c1cc(=O)c2c([N+](=O)[O-])ccc(OC)c2o1	0	0%	-1%	-4%	-1%	-13%
COc1ccc(-c2cn(-c3ccc(C)c(Cl)c3)c(=S)[nH]2)cc1OC	-66*	-13%	11%	?	?	55%[activator]
COCCOC(=O)C1=C(C)N(Cc2ccccc2)C(=O)NC1c1ccc(OC)cc1 (stereo unspecified)	?	?	5%	-26%	-1%	-5%
N#Cc1cc(Br)ccc1N=C1CCCN1c1ccccc1	-21	?	-2%	12%	-14%	-17%
CCOC(=O)c1n[nH]n2c1nc(=O)c1ccccc12	-20	-16%	?	14%	7%	4%
CCOCCCNC(=O)c1ccccc1Br	42	-11%	2%	0%	3%	-1%
CC(C)NC(=O)CN1C(=O)CCn2nc(-c3cn(C)c4ccccc34)cc21	5	23%	.	.	11%	.
CN(C)c1ccc(C(=S)N2CCCCC2)cc1Br	?	-3%	4%	10%	1%	-29%
O=C(CSc1nnc(Cc2cc(=O)[nH]c(=O)[nH]2)n1-c1ccccc1)NCC1CCCO1 (stereo unspecified)	39	-12%	-15%	11%	4%	7%
CC(CC(=O)N1CCN(S(=O)(=O)c2ccccc2)CC1)n1cncn1 (stereo unspecified)	-14	2%	5%	12%	7%	26%

Assay outcomes (PubChem BioAssay)
